# Compound activity: PubChem, Vanderbilt University
# GIRK2 act = Activates human GIRK2-containing potassium channels. P48051. HEK293 GIRK2/NPY4 cells, thallium flux fluorescence. activation (% efficacy), % for hits at 37.5 µM. 34,000 tested, under 10 active;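 active means primary screen hit, no activity in plain HEK293 cells, and in GIRK2-only cells above 5% efficacy rising with concentration; inactive means the rest, including fluorescent compounds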;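 further: efficacy is normalized control-subtracted fluorescence 15 s after thallium addition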
# Target sequence (P48051 whole entry, looked up): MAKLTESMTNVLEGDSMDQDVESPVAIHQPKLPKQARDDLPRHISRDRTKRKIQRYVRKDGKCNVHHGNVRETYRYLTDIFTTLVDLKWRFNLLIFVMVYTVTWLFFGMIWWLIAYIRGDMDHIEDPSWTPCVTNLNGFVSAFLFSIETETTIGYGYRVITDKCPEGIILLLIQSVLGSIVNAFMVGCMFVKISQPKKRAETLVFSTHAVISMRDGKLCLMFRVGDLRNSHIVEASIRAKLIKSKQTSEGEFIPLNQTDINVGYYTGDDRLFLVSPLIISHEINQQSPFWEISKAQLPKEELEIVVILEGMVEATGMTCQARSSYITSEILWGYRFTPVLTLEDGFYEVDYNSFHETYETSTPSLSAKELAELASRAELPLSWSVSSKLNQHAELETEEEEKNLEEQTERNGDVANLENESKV
# Calls only; i = inactive. Some of the compounds tested; count on the stated rates, not on these rows.
compound | GIRK2 act
CCCS(=O)(=O)N1CCCc2cc(NC(=O)c3cc(-c4ccccc4)on3)ccc21 | i
O=C(NCCCn1nc(-c2ccccc2)ccc1=O)c1ccc(F)c(F)c1 | i
CC(C)OCCCNC(=O)C(=O)Nc1ccc(C(C)C)cc1 | i
O=S(=O)(NCC1CCN(Cc2ccccc2)CC1)c1ccc(F)cc1 | i
Nc1c(C(=O)NCCc2ccccc2)nnn1Cc1cccc(Br)c1 | i
CCCCc1ccc(NC(=O)CSc2n[nH]c(=O)c3cc(-c4ccco4)nn23)cc1 | i
CC(=O)Nc1ccc(NC(=O)Cn2ccc3ccn(Cc4ccccc4C)c3c2=O)cc1 | i
COc1cccc(NC(=O)CSc2nnnn2-c2ccc3ccccc3c2)c1 | i
COC(=O)c1ccc(CN(c2ccccc2)S(=O)(=O)c2ccc3nncn3c2)o1 | i
O=C(Cc1ccc(Cl)cc1)NCCS(=O)(=O)N1CCN(c2ncccn2)CC1 | i
COc1ccc2c(CC(=O)Nc3ccc(S(=O)(=O)Nc4ncccn4)cc3)cc(=O)oc2c1 | i
CC(C)(C)OC(=O)N1CCN(C(C(=O)O)c2ccsc2)CC1 (stereo not drawn) | i
COc1ccccc1OCCSc1nc2c(C)cccc2[nH]1 | i
COc1cc(NC(=O)C2CCCC2)ccc1N1CCCCC1=O | i
COCCn1c(NC(=O)Nc2c(F)cccc2F)c2ccccc2nc1=O | i

# Additional structures.
compound | GIRK2 act
COc1ccc(CCS(=O)(=O)NCC2CCN(Cc3ccccc3SC)CC2)cc1 | i
O=C(Nc1ccc(F)cc1)N1CCC(CNS(=O)(=O)c2cccs2)CC1 | i
Cc1cc(C(=O)NCC(c2ccccc2Cl)N(C)C)no1 (stereo not drawn) | i
COc1ccc(C)cc1NC(=O)C1(c2ccc(F)cc2)CC1 | i
Cc1cc(OCCCn2c(CNC(=O)c3ccco3)nc3ccccc32)ccc1Cl | i
COc1nn(C)cc1C(=O)N1CCN(c2ccc(-c3cccs3)nn2)CC1 | i
COc1cccc(CN(c2cccc(OC)c2)S(=O)(=O)c2ccc3nncn3c2)c1 | i
O=S(=O)(c1ccc2nncn2c1)N(Cc1ccccc1)c1ccc2c(c1)OCCO2 | i
COCCn1c(=NC(=O)c2cc(C)no2)sc2cc(SC)ccc21 | i
O=C(CCCS(=O)(=O)c1ccccc1)Nc1nc2c(Cl)cccc2s1 | i
O=C1CN(CCc2cccs2)C2CS(=O)(=O)CC2N1c1ccc(Cl)cc1 (stereo not drawn) | i
NC(=O)c1ccccc1NC(=O)c1ccc(=O)n(Cc2cccc(C(F)(F)F)c2)c1 | i
CCn1ccc(C(=O)Nc2nc3c(s2)C(=O)CC(C)(C)C3)n1 | i
COc1cccc2sc(OC3CCNCC3)nc12 | i
CS(=O)(=O)N1CCCC(C(=O)N(CC2CCCO2)c2nc3ccccc3s2)C1 (stereo not drawn) | i

# Structural class: those above with a thiophene ring, fused or not
compound | GIRK2 act
CC(C)(C)OC(=O)N1CCN(C(C(=O)O)c2ccsc2)CC1 (stereo not drawn) | i
O=C(Nc1ccc(F)cc1)N1CCC(CNS(=O)(=O)c2cccs2)CC1 | i
COc1nn(C)cc1C(=O)N1CCN(c2ccc(-c3cccs3)nn2)CC1 | i
O=C1CN(CCc2cccs2)C2CS(=O)(=O)CC2N1c1ccc(Cl)cc1 (stereo not drawn) | i

# (list continues)
compound | GIRK2 act
CCc1nc2sc(C(c3cccc(C(F)(F)F)c3)N3CCN(CC)CC3)c(O)n2n1 (stereo not drawn) | i
CCOC(=O)c1ccc(NC(=O)CSc2c(C)cnc3c2c(=O)n(C)c(=O)n3C)cc1 | i
Cc1ccc(NC(=O)C(=O)NCC(c2ccc(F)cc2)N2CCOCC2)c([N+](=O)[O-])c1 (stereo not drawn) | i
Cc1nc(-n2cccc2)sc1C(=O)NCCCn1cccc1 | i
COc1ccc(S(=O)(=O)NCC(c2cccn2C)N2CCOCC2)cc1OC (stereo not drawn) | i
Cc1nnsc1C(=O)Nc1ccc2c(c1)OCC(C)(C)C(=O)N2C | i
CCC(C)Sc1nnc(-c2cn(C)nc2OC)n1CCOC (stereo not drawn) | i
COc1ccc(Cl)cc1NC(=O)C1(c2ccc(F)cc2)CC1 | i
CCOc1ccccc1C(=O)Nc1cccc(N2CCCCC2=O)c1 | i
O=C(Cc1ccccc1Cl)Nc1ccc(CC(=O)N2CCC(O)CC2)cc1 | i
O=C(CC1=NS(=O)(=O)c2ccccc2N1)Nc1ccccc1Br | i
COCCNC(=O)C(=O)NCC1CCN(C(=O)OC)CC1 | i
COc1ccc(S(=O)(=O)N2CCCc3cc(NC(=O)c4cnccn4)ccc32)cc1 | i
COc1ccc(Cl)cc1NC(=O)Nc1ccc2c(c1)C(=O)N(C)CCO2 | i
CCOC(=O)C1CCN(C(=O)Cc2nnc(Nc3ccccc3)s2)CC1 | i

# An excerpt of these results, field by field:
SMILES: O=C(Nc1ccc(F)cc1)N1CCC(CNS(=O)(=O)c2cccs2)CC1
- GIRK2 act = i
SMILES: Cc1cc(C(=O)NCC(c2ccccc2Cl)N(C)C)no1 (stereo not drawn)
- GIRK2 act = i
SMILES: COc1ccc(C)cc1NC(=O)C1(c2ccc(F)cc2)CC1
- GIRK2 act = i

# Additional compounds.
compound | GIRK2 act
COc1cccc(C(=O)NCCNc2ccc(Nc3cc(C)ccn3)nn2)c1OC | i
Cc1nnc(-c2cn(CC(=O)N3CCOCC3)c3ccccc23)o1 | i
COc1cc(OC)cc(C(=O)NCC(C)(O)C2CC2)c1 (stereo not drawn) | i
COc1ccc(S(=O)(=O)Nc2nc(C(=O)Nc3ccc(OC)c(OC)c3)cs2)cc1 | i
COc1ccccc1-c1ccc(N2CCN(C(=O)C3CCCCC3)CC2)nn1 | i
CC(C)C(=O)N1CCC2(CC1)NC(=O)N(CCOc1ccccc1)C2=O | i
COCCNC(=O)Cc1cc(-c2cccs2)on1 | i
Cc1ccc(NC(=O)Cc2csc(SCC(=O)c3ccc(F)cc3)n2)cc1F | i
CC(NC(=O)CSc1nnc(CCn2ccc(=O)[nH]c2=O)o1)C1CC2CCC1C2 (stereo not drawn) | i
Cc1cc(=O)n(CC(=O)Nc2ccc(S(=O)(=O)Nc3cc(C)nc(C)n3)cc2)cn1 | i
O=S(=O)(c1cccs1)N1CCC(Cn2c(C(F)(F)F)nc3ccccc32)CC1 | i
COc1cccc(CNC(=O)c2ccc3c(=O)nc4c(-c5cccc(C)c5)n[nH]n4c3c2)c1 | i
O=C(CC1Sc2ccccc2NC1=O)Nc1ccc(Cl)c([N+](=O)[O-])c1 (stereo not drawn) | i
Cc1cn2c3c(=O)n(C)c(=O)n(C)c3nc2n1CC(=O)C(C)(C)C | i
Cc1cccc(CNC(=O)c2sc(-n3cccc3)nc2C(C)C)c1 | i

# More records follow:
compound | GIRK2 act
COCCNCc1ccncc1 | i
Cc1nnsc1C(=O)N1CCC(CNC(=O)Nc2cccc(Cl)c2)CC1 | i
COc1ccccc1CNC(=O)C(=O)NCc1cccs1 | i
O=C(c1ccc2ccccc2n1)N1CCN(c2cc(-c3cccnc3)[nH]n2)CC1 | i
COc1ccc(S(=O)(=O)NCCOc2ccc(-c3cccs3)nn2)cc1 | i
Nc1nc(Cl)cc(Nc2cccc(C(F)(F)F)c2)n1 | i
CCSc1nnc(NC(=O)c2csc(-c3cnccn3)n2)s1 | i
O=C(NCCO)C(=O)Nc1c2c(nn1-c1ccc(F)cc1)CS(=O)(=O)C2 | i
O=C(CSC1CCCC1)N1CCN(c2ccc(-c3ccccn3)nn2)CC1 | i
COC(=O)c1ccc(NC(=O)CS(=O)(=O)c2ccc(Cl)s2)cc1 | i
Cc1ccc(S(=O)(=O)CCCC(=O)Nc2ccc3nc(C)sc3c2)cc1 | i
CCc1nc2c(sc3cccc(F)c32)c(=O)n1CC(=O)Nc1ccc2c(c1)OCCO2 | i
COc1ccc2nc(-c3ccc(Cl)c(NC(=O)c4cccc(OC)c4OC)c3)cn2n1 | i
CN(CCC#N)C(=O)c1cc2cccnc2n(Cc2ccccc2)c1=O | i
CS(=O)(=O)N1N=C(C2CC2)CC1c1ccco1 (stereo not drawn) | i

# (more compounds)
compound | GIRK2 act
CCn1ccc(C(=O)Nc2nc(-c3ccc(Cl)s3)cs2)n1 | i
Cc1nc2sccn2c(=O)c1NC(=O)Nc1ccc2c(c1)OCCO2 | i
CCCOc1ccc(N2CCN(C(=O)C(CC)c3ccccc3)CC2)nn1 (stereo not drawn) | i
O=C(COc1cccc(C(F)(F)F)c1)NCCCn1nc(-c2ccco2)ccc1=O | i
Cc1ccc(C)c(S(=O)(=O)NCCN2CCC(c3cccs3)CC2)c1 | i
COc1ccccc1Cc1noc(C2CN(C(=O)CSc3nc4ccccc4s3)C2)n1 | i
CCOc1ccc(C(C)C)cc1S(=O)(=O)Nc1cccc(-c2ccc(=O)n(C)n2)c1 | i
O=C(NCC1CCN(c2ncccn2)CC1)c1cccc(Br)c1 | i
Cc1cc(NC(=O)c2c(F)cccc2F)n(-c2nc(-c3ccccc3)cs2)n1 | i
COc1ccc(OC)c(NC(=O)Cn2c(C)cc(C)c(S(=O)(=O)c3ccc(C)c(C)c3)c2=O)c1 | i
O=C(c1ccc(-n2cccn2)nc1)N1CCN(C2CCCCC2)CC1 | i
CCOc1ccccc1NC(=O)Nc1cccc(N2CCCS2(=O)=O)c1 | i
COc1cc(C(=O)Nc2cccc(N3CCCCC3=O)c2)c([N+](=O)[O-])cc1OC | i
Cc1ccc(Oc2cccc(C(=O)NCCCn3ccnc3)c2)nn1 | i
O=C(Nc1ccc2c(c1)OCO2)c1ccc(S(=O)(=O)Nc2cccnc2)o1 | i

# Next part.
compound | GIRK2 act
O=c1[nH]cc(S(=O)(=O)Nc2ccc(S(=O)(=O)Nc3ncccn3)cc2)c(=O)[nH]1 | i
O=C1CN(C(=O)c2csc(Nc3ccccc3)n2)CCN1 | i
O=C(Nc1c2c(nn1-c1cccc(Cl)c1)CS(=O)C2)C1CCCCC1 (stereo not drawn) | i
CS(=O)(=O)N1CCC(CNC(=O)c2ccc(F)c(F)c2)CC1 | i
COc1cccc2c1OC1(CCN(C(C)=O)CC1)N1N=C(c3cccs3)CC21 (stereo not drawn) | i
O=C(COc1ccccc1)N1CCC(CNS(=O)(=O)c2ccc(Cl)s2)CC1 | i
CC(O)CN(CC(C)O)CC(O)COc1ccccc1Br (stereo not drawn) | i
COc1cccc(CNC(=O)Cn2c(C)nc3c(sc4ccccc43)c2=O)c1 | i
O=C(Nc1ccc2ncsc2c1)c1cccc([N+](=O)[O-])c1 | i
CCOC(=O)C1CCN(CC(O)COc2cccc(OC)c2)CC1 (stereo not drawn) | i
Cc1c(C(=O)N(C)CCC#N)c(C(F)(F)F)nn1C1CCN(C(C)C)CC1 | i
O=C(Cn1cnc(-c2ccccc2)cc1=O)NCCc1ccccc1 | i
COc1cccc(CNC(=O)Cn2nc(-c3ccco3)ccc2=O)c1 | i
CCOc1ccccc1NC(=O)c1sc(=S)n(-c2cc(OC)ccc2OC)c1N | i
O=C(Nc1ccc2c(c1)OCO2)c1ccc(S(=O)(=O)NCc2ccco2)o1 | i

# (further entries)
compound | GIRK2 act
COc1ccc(-c2ccc(=O)n(Cc3ccc(C(F)(F)F)cc3)n2)cc1OC | i
CC(C)NC(=O)N1CCC(CN2CCN(C)CC2C)CC1 (stereo not drawn) | i
COc1ccc(CCNC(=O)NCC(C)(O)c2ccc3c(c2)OCO3)cc1 (stereo not drawn) | i
CS(=O)(=O)c1ccc(Nc2nc(CC(=O)Nc3cccc(F)c3)cs2)cc1 | i
COC(=O)N1CCN(c2ncnc3c2nnn3C)CC1 | i
COc1cc(C(=O)Nc2ccc3c(c2)N(C(=O)C(C)(C)C)CC3)cc(OC)c1OC | i
COCCN1CCC(CNC(=O)c2ccc3ccccc3c2)CC1 | i
Nc1c(-c2cccc(F)c2)nsc1C(=O)NC1CCCCC1 | i
O=c1n(Cc2c(F)cccc2Cl)nc2ccc(S(=O)(=O)N3CCCC3)cn12 | i
CSCCC(C)(O)CNC(=O)/C=C/c1ccsc1 (stereo not drawn) | i
O=C(CCCn1nc(-c2ccccc2)ccc1=O)N1CCN(c2ccccc2F)CC1 | i
COc1cc(C(=O)N2CCN(c3ncnc4c3nnn4-c3ccc(C)cc3)CC2)cc(OC)c1OC | i
CC(O)(CNC(=O)C(=O)NCCC1=CCCCC1)c1ccc(-c2ccccc2)cc1 (stereo not drawn) | i
Cc1cc(NC(=O)c2c(F)cccc2F)n(-c2nc(-c3cccs3)cs2)n1 | i
COc1cccc2cc(C(=O)NCC(O)(c3ccco3)C3CC3)oc12 (stereo not drawn) | i

# (further entries)
compound | GIRK2 act
Cc1c(C)c2ccc(NC(=O)c3nc4ccccc4s3)cc2[nH]c1=O | i
Cc1ccnc(Nc2ccc(NCCNC(=O)c3cc4ccccc4oc3=O)nn2)c1 | i
Cn1cccc1CN(C(=O)Cc1ccc(F)cc1)C1CC1 | i
CCOC(=O)N1CCC(c2nnc(-c3ccco3)s2)CC1 | i
Cn1nc(C(=O)N2CCC(c3nnc(-c4ccco4)s3)CC2)ccc1=O | i
CSCCC(C)(O)CNC(=O)c1ccccc1Cl (stereo not drawn) | i
Cc1ccsc1C(O)CNC(=O)C(=O)NCc1cccs1 (stereo not drawn) | i
Cc1nnc(C2CCN(CC(=O)Nc3cc(C(F)(F)F)ccc3Cl)CC2)s1 | i
O=C(Cc1cccs1)NCCOc1ccc(F)cc1 | i
COC(=O)c1ccsc1NC(=O)CC1Nc2cc(C)c(C)cc2NC1=O (stereo not drawn) | i
CSCCC(C)(O)CNC(=O)c1ccc(-c2ccccc2)cc1 (stereo not drawn) | i
COc1ccc(C(=O)Nc2ccc3c(C)cc(=O)[nH]c3c2)cc1OC | i
Cc1cc(C)c(S(=O)(=O)NCC2CCN(Cc3ccco3)CC2)c(C)c1 | i
COc1ccc(S(=O)(=O)CCC(=O)Nc2nnc(-c3cccnc3)o2)cc1 | i
